Bioassay records (PubChem)
Glioma ERSR ind = qHTS for Inducers of the Endoplasmic Reticulum Stress Response (ERSR) in Human Glioma: qHTS; U87-MG GRP78 promoter luciferase reporter, 16 h; actives 0.02% (n = 420,000); Potency, µM, for inactives: at the highest dose activation, hits mostly activators; further: potency means the concentration at half of the fitted maximal effect; series mostly up to about 76 µM; % of control where 0% means no effect; nearly all actives have a fitted effect of over 35% in size
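ERSR induction read as luciferase luminescence (Bright-Glo, 10 min at room temperature) in stably transfected human U87-MG glioma cells exposed to compounds for 16 h, using GRP78 as sensor.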
POLI inh = qHTS for Inhibitors of Polymerase Iota; DNA polymerase iota (Homo sapiens), Q9UNA4; Pol iota fluorescent replication assay, 10 min; Potency, µM (highest dose often 115 µM), inactives show top-dose activity, negative = inhibition, most hits filed as inhibitors; actives 1% (n = 390,000); further: potency means the concentration at half of the fitted maximal effect
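Pol iota at 10 nM preincubated 15 min with compounds at room temperature; reaction started with fluorescent substrate, 50 nM final. Fluorescence read kinetically at 0 and 10 min; buffer-only wells as negative control.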
Anesthetic bind = qHTS Assay for Identification of Novel General Anesthetics; actives 0.074% (n = 350,000); apoferritin/1-aminoanthracene competitive binding, fluorescence; Ferritin light chain (Equus caballus), P02791; Potency, µM (titrated, usually from 77.5 µM), for inactives: at the highest dose activity change, negative = displacement, most hits filed as inhibitors; further: potency means the concentration at half of the fitted maximal effect; on the % scale 0 is the no-effect control and ±100 the full control effect; nearly all actives have a fitted effect of over 20% in size
Target sequence (P02791 2-175 limits assumed): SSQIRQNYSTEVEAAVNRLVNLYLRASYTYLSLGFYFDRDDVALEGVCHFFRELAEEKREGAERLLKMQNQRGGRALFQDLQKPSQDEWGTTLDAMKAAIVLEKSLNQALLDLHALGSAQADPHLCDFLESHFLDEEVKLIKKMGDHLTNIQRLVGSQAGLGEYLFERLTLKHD
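10 uM apoferritin + 50% sat. 1-AMA, PBS; cpd 10 min RT; Ex380/Em535 endpoint; normalized to free probe vs complex; 4-param Hill fit; propofol titration as pos. ctrl.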
Pol kappa inh = qHTS for Inhibitors of Polymerase Kappa | Potency, µM (titrated, usually from 107 µM), for the others: at the top dose activity, negative = inhibition, usual class: inhibitors | purified Pol kappa, fluorescent DNA synthesis assay, 10 min | actives 0.53% (n = 400,000) | AID 588579, 2011; further: potency means the concentration at half of the fitted maximal effect; on the % scale 0 is the no-effect control and ±100 the full control effect
Target sequence (Q9UBT6 whole entry, looked up): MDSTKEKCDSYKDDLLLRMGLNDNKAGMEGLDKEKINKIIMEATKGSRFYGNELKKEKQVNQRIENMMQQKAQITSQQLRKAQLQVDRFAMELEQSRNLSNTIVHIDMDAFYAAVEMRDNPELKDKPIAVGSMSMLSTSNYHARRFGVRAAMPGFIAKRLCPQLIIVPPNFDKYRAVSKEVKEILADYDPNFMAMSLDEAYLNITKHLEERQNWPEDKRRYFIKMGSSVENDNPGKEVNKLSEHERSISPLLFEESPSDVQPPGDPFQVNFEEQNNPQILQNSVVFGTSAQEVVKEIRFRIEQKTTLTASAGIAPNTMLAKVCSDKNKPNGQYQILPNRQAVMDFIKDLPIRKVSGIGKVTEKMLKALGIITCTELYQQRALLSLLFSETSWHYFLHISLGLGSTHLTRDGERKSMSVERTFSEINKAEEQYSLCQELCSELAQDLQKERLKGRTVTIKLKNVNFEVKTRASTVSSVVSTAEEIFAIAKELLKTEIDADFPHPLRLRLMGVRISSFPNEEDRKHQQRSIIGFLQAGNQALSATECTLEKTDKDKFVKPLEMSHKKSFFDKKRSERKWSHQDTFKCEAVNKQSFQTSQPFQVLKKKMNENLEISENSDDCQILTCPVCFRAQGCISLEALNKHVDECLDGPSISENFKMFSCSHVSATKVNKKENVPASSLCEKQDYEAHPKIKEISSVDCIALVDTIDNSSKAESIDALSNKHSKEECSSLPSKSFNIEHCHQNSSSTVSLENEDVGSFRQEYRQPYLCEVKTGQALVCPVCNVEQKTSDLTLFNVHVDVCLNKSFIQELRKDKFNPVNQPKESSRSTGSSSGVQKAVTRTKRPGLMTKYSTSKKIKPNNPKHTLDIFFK
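10 nM Pol kappa was preincubated with compounds for 15 min at room temperature. Reaction started with 50 nM (final) substrate. Fluorescence read kinetically at 0 and 10 min.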
LDHA block = qHTS assay for inhibitors of human lactate dehydrogenase. activity change, % (values are at about 110 or 230 µM). L-lactate dehydrogenase A chain (Homo sapiens), P00338. actives 0.15% (n = 480,000). purified LDHA, NADH/diaphorase-resazurin fluorescence; stronger effect = lower value; in the data active means activity change below about -30%; inconclusive means mostly about -25% to -30%;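 further: plate controls were DMSO wells for no effect and wells without enzyme for full effect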
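Resorufin fluorescence (ex540/em590), read at 0 and 20 min after diaphorase/resazurin addition, reports the NADH left after a 5 min room-temperature reaction of 2 nM human LDH5 with 0.06 mM NADH and 0.2 mM pyruvate.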
POLB inh = qHTS Assay for Inhibitors of DNA Polymerase Beta; P06746; Potency, µM (highest dose often 114 µM), inactives show top-dose activity change, negative = inhibition, hits mostly inhibitors; AID 485314, 2010; actives 1.3% (n = 340,000); Pol beta primer extension/strand displacement, fluorescence kinetic; further: potency means the concentration at half of the fitted maximal effect; on the % scale 0 is the no-effect control and ±100 the full control effect
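Pol beta (10 nM) was preincubated with compound for 15 min at room temperature. The reaction was then started with 50 nM substrate and read immediately and after a further 10 min at room temperature.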
POLH inh = qHTS for Inhibitors of Polymerase Eta; recombinant Pol eta, fluorescent DNA replication assay; Potency, µM (titrated, usually from 114 µM), without a hit: top-dose activity change, negative = inhibition, most hits filed as inhibitors; actives 1.2% (n = 390,000); AID 588591, 2011; further: potency means the concentration at half of the fitted maximal effect; on the % scale 0 is the no-effect control and ±100 the full control effect
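Pol eta (10 nM) was preincubated with compounds for 15 min at room temperature, after which fluorescent replication substrate (50 nM final) was added to start the reaction. Fluorescence was read kinetically at 0 and 10 min.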
BLM helicase inh = qHTS Assay for Inhibitors of Bloom's syndrome helicase (BLM). RecQ-like DNA helicase BLM (Homo sapiens), P54132. recombinant BLM DNA unwinding, fluorescence dequenching. Potency, µM (top dose mostly 56.1 µM), for the others: at the highest dose activity change, negative = inhibition, usual class: inhibitors. actives 0.2% (n = 350,000). AID 2528, 2010;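 further: potency means the concentration at half of the fitted maximal effect; plate controls were vehicle for no effect and no enzyme for full effect; nearly all actives have a fitted effect of over 35% in size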
APE1 inh = qHTS Assay for Inhibitors of the Human Apurinic/apyrimidinic Endonuclease 1 (APE1) | recombinant APE1, TAMRA/BHQ-2 abasic DNA cleavage fluorescence | Potency, µM (titrated, usually from 65.8 µM), inactives show top-dose activity change, negative = inhibition, actives largely listed as inhibitors | DNA repair nuclease/redox regulator APEX1 (Homo sapiens), P27695 | actives 0.35% (n = 350,000);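 further: potency means the concentration at half of the fitted maximal effect; plate controls were vehicle for no effect and reference inhibitor for full effect; nearly all actives have a fitted effect of over 55% in size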
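Incision of a quenched TAMRA/BHQ-2 THF abasic-site duplex (50 nM) by 0.75 nM APE1, after 15 min compound preincubation, measured as fluorescence increase over three 60 s reads. Values normalized to buffer, DMSO and NSC13755 control wells.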
Active calls of the source: *; ? = inconclusive; nt = not tested or not shown; & = joins results of further samples; [ ] = another dose, or the depositor's remark. Unless noted, the call rests on the fitted dose curve; in most records, active means well fitted curve in the direction sought with a large enough effect; inconclusive means small, poorly fitted or top-dose-only effect, or another doubt; inactive means no such curve, though single readings can be large; an effect the other way counts as inactive or inconclusive.

entry	Structure	Glioma ERSR ind	POLI inh	Anesthetic bind	Pol kappa inh	LDHA block	POLB inh	POLH inh	BLM helicase inh	APE1 inh
1	COc1cc(C)c(C)cc1S(=O)(=O)N1CCN(Cc2ccc3c(c2)OCO3)CC1	0%	6%	?	-6%	-5	-3%	-9%	-9%	2%
2	Cc1cc(C)c2sc(N(CCN(C)C)C(=O)c3cc(Cl)sc3Cl)nc2c1	4%	62%[activator]	-17%	3%	7	2%	-12%	-8%	-6%
3	O=C(COC(=O)CC1CC2CCC1C2)Nc1ccccc1[N+](=O)[O-] (stereo unspecified)	-2%	53%[activator]	nt	-19%	-1	nt	-20%	nt	-20%
4	COc1ccc(C2(c3ccc(OC)cc3)NC(=O)N(CC(=O)Nc3ccc(C(N)=O)cc3)C2=O)cc1	0%	44%[activator]	7%	-2%	-2	7%	-20%	-13%	-12%
5	O=C1CCCc2ccccc2N1Cc1ccc(F)cc1	-5%	4%	-17%	3%	-2	5%	-11%	-2%	2%
6	CC(C)[C@@H](NC(=O)OC(C)(C)C)C(=O)NCC1CCC(C(=O)N[C@@H](Cc2ccccc2)C(=O)O)CC1 (stereo partly specified)	-2%	74%[activator]	9%	-7%	4	14%	-14%	0%	-1%
7	O=c1c(-c2cc(F)cc(F)c2)nc2cnc(Oc3ccccc3)nc2n1C[C@H]1CCCO1	-4%	nt	nt	0%[60.1 µM]	nt	nt	nt	-8%	4%
8	CC1(OC(=O)CCc2ccccc2)C(=O)C=C2C=C(c3ccc(C#N)cc3)N(CCN3CCOCC3)C=C2C1=O (stereo unspecified)	-6%	53%[activator]	4%	-3%	1	19%	-11%	-15%[12.4 µM]	5%[12.4 µM]
9	CCOC(=O)C(C)n1cnc2scc(-c3ccc(C)c(C)c3)c2c1=O (stereo unspecified)	-3%	31%[activator]	-9%	-8%	-4	-1%	?	-6%	5%
10	CC(C)c1ccc(Nc2nc(NCc3ccco3)nc(N3CCOCC3)n2)cc1	-5%	-1%	-15%	-13%	-3	-29%	-20%	-11%	-9%
11	c1ccc(Cn2nnc3c(N4CCCCCC4)ncnc32)cc1	0%	9%	-15%	-8%	1	-4%	-9%	1%	8%
12	CCCCNC(=O)c1ccc(NC(C)=O)c(Cl)c1	0%	19%	-3%	5%	-3	19%	-7%	-3%	33%[activator]
13	CC(C)c1nn2c(=O)cc(COC(=O)c3ccccc3NC(=O)C3CCCCC3)nc2s1	1%	9%	-3%	-4%[60.1 µM]	-24	8%	-10%	2%	nt
14	CC(C)Oc1ccc2c(=O)c3cc(C(=O)O)ccc3oc2c1	-4%	nt	nt	-9%[19.4 µM]	nt	nt	nt	-3%	-9%
15	COC(=O)c1ccc(-c2cc(C(=O)O)c3cc4c(cc3n2)OCCO4)cc1	7%	-11%	19%	-8%	3	-12%	1%	3%	-4%
16	Cc1cc(NC(=O)c2cnn3cccnc23)no1	2%	-18%	-5%	2%	-1	1%	-2%	1%	-2%
17	Cc1ccc2c(CNC3CCCC3)c(C(=O)O)n(Cc3ccc(F)cc3)c2c1	-2%	35%[activator]	-21%	3%	-1	-1%	-16%	4%	nt
18	COc1ccc2nc(NC(=O)CN3CCN(C)CC3)sc2c1	-1%	?	-7%	-8%	-4	?	-14%	2%	-4%
19	O=C(/C=C/c1ccc2c(c1)OCO2)NCCSCc1c(Cl)cccc1Cl	0%	12%	7%	9%	-1	11%	-15%	-12%	6%
20	Cc1cc2c(cc1C)N[C@]1(C[C@H]3CCCC(=O)N4CC[C@@H](C1)[C@@H]34)C(=NC(C)(C)CC(C)(C)C)N2	-2%&-7%	-1%&16%	nt	-5%&-12%	8	nt	-12%	nt	nt
21	CCOc1cc(/C=N/NC(=O)c2c(-c3ccccc3)noc2C)ccc1O	-3%	-20%	-6%	8%[60.1 µM]	-2	55%	-15%	-1%	17%
22	Cn1nc([N+](=O)[O-])nc1Oc1ccccc1	-2%	2%	-1%	-12%	9	4%	-5%	4%	1%
23	Cc1cccc(OCCC(=O)NCC(=O)Nc2c(C)cccc2C)c1	-3%	17%	-2%	-1%	-9	0%	-21%	3%	5%
24	CC(C)c1nc(Cl)c(C#N)c2c1CCCC2	-5%	20%	-8%	-2%	-2	-15%	-21%	0%	32%
25	COc1ccc2c(c1OC)C(=O)OC2Nc1nc(-c2cccc([N+](=O)[O-])c2)cs1 (stereo unspecified)	2%	71%[activator]	-10%	-4%	-12	0%	0%	-2%	3%
26	COc1ccccc1NC(=O)Cc1ccsc1	-3%	35%[activator]	-8%	3%	0	4%	-9%	-6%	11%
27	Cc1cccc(C(C)C)c1NC(=O)c1ccc(CN(c2ccccc2)S(=O)(=O)c2ccccc2)cc1	-6%	3%	-2%	-13%	-5	17%	-10%	3%	14%
28	CCN(C(=O)COc1ccccc1C(=O)NCc1ccccc1)C1CCS(=O)(=O)C1 (stereo unspecified)	-5%	10%	nt	-9%	-1	nt	-20%	nt	-13%
29	Cc1ccsc1/C=N/Nc1nc(Cl)c(Cl)cc1Cl	5%	55%[activator]	23%	13%	3	15%	3%	-5%	?
30	Cn1c(=O)c2cn(-c3cccc4ccccc34)cc2n(C)c1=O	-2%	116%[activator]	-7%	-5%	14	36%	-8%	-5%	12%

Another view of part of the listing above.
13	CC(C)c1nn2c(=O)cc(COC(=O)c3ccccc3NC(=O)C3CCCCC3)nc2s1
6	CC(C)[C@@H](NC(=O)OC(C)(C)C)C(=O)NCC1CCC(C(=O)N[C@@H](Cc2ccccc2)C(=O)O)CC1 (stereo partly specified)
29	Cc1ccsc1/C=N/Nc1nc(Cl)c(Cl)cc1Cl

| assay / entry | 13 | 6 | 29 |
| --- | --- | --- | --- |
| Glioma ERSR ind | 1% | -2% | 5% |
| POLI inh | 9% | 74%[activator] | 55%[activator] |
| Anesthetic bind | -3% | 9% | 23% |
| Pol kappa inh | -4%[60.1 µM] | -7% | 13% |
| LDHA block | -24 | 4 | 3 |
| POLB inh | 8% | 14% | 15% |
| POLH inh | -10% | -14% | 3% |
| BLM helicase inh | 2% | 0% | -5% |
| APE1 inh | nt | -1% | ? |

Next section.
entry	Structure	Glioma ERSR ind	POLI inh	Anesthetic bind	Pol kappa inh	LDHA block	POLB inh	POLH inh	BLM helicase inh	APE1 inh
31	COc1cc(OC)cc(C(=O)NC(C(=O)NCCN(C)C)C23CC4CC(CC(C4)C2)C3)c1 (stereo unspecified)	-3%	14%	-13%	-6%	3	31%	-4%	3%	0%
32	CCc1ccc(NC(=O)/C(C#N)=C/c2cn(CC(=O)O)c3ccccc23)cc1	1%	97%[activator]	?	-22%	-5	-10%	-14%	-7%	-3%
33	COc1ccccc1N1CCN(C(c2ccccc2Cl)c2nnnn2C(C)(C)C)CC1 (stereo unspecified)	-4%	-5%	-13%	-11%	-5	3%	-20%	-2%	0%
34	O=c1[nH]c2ccccc2nc1-c1cccs1	-1%	11%	62%[activator]	-11%	0	11%	7%	2%	-6%
35	Cc1ccc(SCC(=O)Nc2nnc(C(C)(C)C)s2)cc1	-2%	-2%	-10%	-6%	-4	?	-4%	-4%	24%
36	COc1cccc(CNC(=O)c2ccc(CSc3nc4ccncc4n3Cc3cccc(C)c3)cc2)c1	0%	-5%	46%[activator]	-21%	-2	24%	-16%	-5%	nt
37	CCc1noc(C)c1C(=O)OC(C)C(=O)NCc1ccc(OC)cc1 (stereo unspecified)	-1%	7%	nt	-4%	-12	nt	-16%	nt	59%[activator]
38	CC(=O)NC(Cc1ccc(F)cc1)C(=O)NC1CCN(S(=O)(=O)c2ccccc2)CC1 (stereo unspecified)	-6%	5%	0%	-5%	-6	1%	2%	-2%	64%[activator]
39	Cc1onc(-c2ccccc2)c1C(=O)NC(=S)NNC(=O)c1ccc(O)cc1O	-2%	3%	-9%	3%	-1	26%	-17%	-1%	5%
40	CCOc1ccccc1NC(=O)c1cn(C2CCCCC2)c(=O)c2c1c1ccccc1n2C	-2%	20%	-2%	-14%	0	3%	-10%	-3%	nt
41	CCc1ccc2c(c1)c(=O)c(C(=O)c1ccccc1)cn2CC(=O)Nc1ccc(C)c(Cl)c1	-3%	-2%	1%	-19%	-5	2.8µM*	?	-18%	nt
42	O=C1COc2ccc(S(=O)(=O)N3CCN(c4cccc(C(F)(F)F)c4)CC3)cc2N1	-8%	19%	-10%	3%	0	0%	-12%	-1%	70%[activator]
43	Cc1ccc(S(=O)(=O)N2CCN(C)CC2)cc1C(=O)NC1CCCCC1	-6%	-9%	-1%	-14%	-5	-4%	1%	-2%	-18%
44	CN(C(=S)NC(=O)c1ccc(Cl)cc1)C1CCCCC1	?	?	-13%	-43%	-10	11µM*	?	-16%	-14%
45	Cc1nc(C)c(-c2nnc(-c3ccc(C(C)(C)C)cc3)o2)cc1C(=O)NN	-1%	23%	?	-4%	0	-19%	-18%	-6%	1%
46	Cc1cc(C)cc(OCC(=O)OC(C)C(=O)Nc2c(C)n(C)n(-c3ccccc3)c2=O)c1 (stereo unspecified)	-4%	24%	nt	-2%	-3	nt	-21%	nt	5%
47	Cc1ccc(-n2cc(CN(C)CCc3cn[nH]c3)c(-c3cccc(C)c3)n2)cc1	-5%	-25%	-24%	-4%	-16	1%	-9%	-2%	4%
48	Cc1ccc(N(CC(=O)N/N=C/c2cc(C)n(-c3ccccc3C)c2C)S(C)(=O)=O)cc1	-4%	8%	-19%	-7%	3	2%	-11%	-10%	-1%
49	O=C(NCc1ccc(F)cc1)c1cc2c(s1)CS(=O)(=O)C2	-6%	0%	-15%	-2%	0	0%	-19%	-2%	23%
50	O=C(Nn1c(-c2ccc(Cl)cc2)nc2ccccc2c1=O)c1cccnc1Cl	1%	36%[activator]	-3%	-6%	-8	0%	-23%	1%	0%
51	O=C1Cc2cc(O)ccc2O1	?	24%	nt	0%	14	nt	-21%	nt	nt
52	Cc1ccc(NS(=O)(=O)c2ccc3c(c2)NC(=O)CCS3)c(Cl)c1	1%	46%	-10%	-2%	0	23%	-20%	2%	7%

The list is partial (hit frequency here may not be typical).
